Screening data deposited in PubChem BioAssay by National Center for Advancing Translational Sciences (NCATS).
S3 lipid droplet: qHTS Assay for Lipid Storage Modulators in Drosophila S3 Cells. hit rate 0.64% among 320,000. AID 2685. lipid storage change, negative = inhibition, % at the top dose, mostly 46.1 µM; hits show Potency in µM. Drosophila S3 cells, BODIPY lipid droplet fluorescence, 18-24 h; cells fed with added oleic acid; active means well fitted inhibition curve with a large enough effect in the signal ratio, with a control signal flat, not every such curve was filed as active; inconclusive means small, poorly fitted or top-dose-only effect, or effect the other way, or a change in a side signal; the % refers to the signal ratio
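Laser-scanning cytometry quantifies lipid droplet accumulation (500–530 nm total intensity; droplet/cell object ratio) in oleic acid-fed (400 uM added) Drosophila S3 cells treated with a concentration series. 20 uM Triacsin C defined 100% inhibition.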
S3 lipid droplet cell count max: second read-out of S3 lipid droplet, no call of its own (marks repeat the call); cell number change, %; measured here: cell count max response;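 cells counted by Cell Tracker Red CMTPX staining in the red channel; peak over a dose series mostly up to 46.1 µM; percent activity relative to internal control wells on each plate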
* = called active by the depositor; i = inactive; ? = inconclusive; . = not tested or not shown; [ ] = remark or other dose. On the % scale 0 is the no-effect control and ±100 the full control effect; potency means the concentration at half of the fitted maximal effect. Some of the compounds tested; the hit share may differ from the screen's.

S3 lipid droplet,S3 lipid droplet cell count max,SMILES
13%,8,CCC(=O)c1ccc(OCC(O)CNCc2ccc(F)cc2)cc1 (centres undefined)
?,.,O=C(Nc1cccc(C(=O)NC2CCCCC2)c1)c1ccccc1
?,.,S=C(NCCCN1CCOCC1)Nc1ccc(Cl)c(Cl)c1
5%,18,COc1ccc(C2CC(=O)c3cnn(-c4nc(C)cc(C)n4)c3C2)cc1OC (centres undefined)
0%,2,COc1cccc(/C=C/c2nc3c(cnn3-c3ccccc3)c(=O)[nH]2)c1
?,.,CCOc1ccc(NC(=S)N2CCN(C/C=C/c3ccccc3)CC2)cc1
?,.,CN(Cc1ccccc1)Cc1c(F)cccc1F
?,.,CNc1cc([N+](=O)[O-])ccc1N/C=C/C(=O)c1ccc2c(c1)OCO2
11%,13,CSc1nnc2c(n1)OC(C)=Nc1ccccc1-2
i,-2,O=C(NC1CCCC1)c1ccc(CS(=O)(=O)Cc2ccccc2Cl)o1

Later entries.
S3 lipid droplet,S3 lipid droplet cell count max,SMILES
?,.,O=C1NC(c2ccccc2)(C(F)(F)F)C(=O)N1Cc1cccnc1 (centres undefined)
?,.,CN1C(=O)N(CC(=O)Nc2cccc(S(=O)(=O)N(C)c3ccccc3)c2)C(=O)C12CCCCC2
-2%,7,CCN(CC)CCNc1nc(SC)nc2sc3c(c12)CCN(C)C3
?,.,CCCCN=CC1=C(O)CC(c2ccccc2)CC1=O (centres undefined)
?,.,O=C(N/N=C/c1ccco1)c1cc(-c2ccncc2)nc2ccccc12
?,.,Nc1nc(N)nc(-c2cc(O)ccc2O)n1
-6%,-8,O=C(CN1CCCCC1)Nc1cccc(Cl)c1Cl
i,.,O=C(CN1CCN(c2ccccc2)CC1)Nc1ccc(-n2cnnn2)cc1
?,.,Cc1sc2ncnc(N3CCN(S(=O)(=O)c4ccc(F)cc4)CC3)c2c1C
-1%,22,CCN1CCN(c2cc(C)c3cc(NC(=S)NCCN(C)C)ccc3n2)CC1

Remaining list, next part:
S3 lipid droplet,S3 lipid droplet cell count max,SMILES
?,.,C=CCOc1cccc(CNCc2ccncc2)c1
?,.,CCN=c1scc(-c2ccc3c(c2)NC(=O)CO3)n1N=C1CCCC1
?,.,CCn1c(SCC(=O)NCc2ccc3c(c2)OCO3)nnc1-c1ccncc1
?,.,N#C/C(=C\c1ccc(O)c(Br)c1)C(=O)N1CCCCC1
?,.,O=C(NCCCN1CCOCC1)c1ccc(Cl)s1
10%,.,C[C@@H]1[C@H]2[C@@H](O[C@@H]3O[C@H](CO)[C@@H](O)[C@H](O)[C@H]3O)OC=C(C(=O)O)[C@H]2C[C@@H]1O
?,.,CC(=O)N1C(=O)C2(C(C#N)=C(N)Oc3n[nH]c(-c4ccccn4)c32)c2ccccc21 (centres undefined)
?,.,O=C(COc1ccc(Cl)cc1)Nc1c(-c2cccs2)nc2ccccn12
?,.,CCn1c(CCC(=O)Nc2nc3c(s2)CCCC3)nc2cc(S(=O)(=O)N(C)C)ccc21
0%,-11,O=S(=O)(c1ccc2nc(N3CCN(c4ccc(F)cc4)CC3)ccc2c1)N1CCCCC1

(continued)
S3 lipid droplet,S3 lipid droplet cell count max,SMILES
?,.,O=C(CCl)Nc1cc(SCC(O)CO)cc([N+](=O)[O-])c1 (centres undefined)
-7%,2,CCC1(c2ccccc2)NC(=O)N(CC(=O)Nc2cccnc2Cl)C1=O (centres undefined)
?,.,CC(C)CNC(=O)c1ccccc1NC(=O)Nc1ccccc1
?,.,Cc1ccc(OCC(=O)Nc2ccc(S(=O)(=O)N3CCOCC3)cc2)c(Br)c1
?,.,COc1ccc(C2=NS(=O)(=O)N(C)C(C(=O)NCc3ccccc3)=C2)cc1OC
?,.,C/C(=N\NC(=O)c1cccnc1)c1cc(C)oc1C
-13%,-9,CCC(C)NC(=O)COC(=O)c1csc2c1CCCC2 (centres undefined)
7%,-18,Cc1ccc(S(=O)(=O)c2cccc(S(=O)(=O)N3CCOCC3)c2)cc1S(=O)(=O)N1CCOCC1
?,.,O=C(COc1cccc(Br)c1)Nc1ccc(N2CCOCC2)cc1N1CCOCC1
?,.,O=C(CCCC(=O)N/N=C/c1ccccc1C(=O)O)N/N=C/c1ccccc1C(=O)O

The results go on:
S3 lipid droplet,S3 lipid droplet cell count max,SMILES
?,.,COc1ccc(/C(O)=C2\C(=O)C(=O)N(Cc3ccco3)C2c2ccc(OC)cc2OC)cc1 (centres undefined)
?,.,CCCc1nnc(NC(=O)C2CCN(C(=O)c3ccco3)CC2)s1
?,.,Cc1ccc(CCNC(=O)c2ccc(CS(=O)(=O)c3ccccc3C)o2)cc1
4%,-6,CCOC(=O)C1=C(CC)Nc2ccccc2N/C1=N\S(=O)(=O)c1cc(Br)ccc1Br
9%,-7,NC(=O)C1(N2CCCCC2)CCN(S(=O)(=O)c2cc(Cl)sc2Cl)CC1
5%,-7,c1csc(CNCCN2CCOCC2)c1
25%[9.22 µM],4,COC(=O)c1c(-c2ccc(F)cc2)csc1NC(=O)C1CCCO1 (centres undefined)
8%,-19,COc1cccc(-c2nnc3sc(-c4ccccc4)nn23)c1
-2%,16,COc1ccc2cc1Oc1ccc(cc1)C[C@H]1c3c(cc4c(c3Oc3cc5c(cc3OC)CCN(C)[C@@H]5C2)OCO4)CCN1C
-2%,-7,Cc1c(CN2CCN(CC(C)(C)C)C(CCO)C2)[nH]c2ccccc12 (centres undefined)

Brought forward from above: 5 compounds, followed by the next part.
S3 lipid droplet,S3 lipid droplet cell count max,SMILES
5%,-7,c1csc(CNCCN2CCOCC2)c1
25%[9.22 µM],4,COC(=O)c1c(-c2ccc(F)cc2)csc1NC(=O)C1CCCO1 (centres undefined)
8%,-19,COc1cccc(-c2nnc3sc(-c4ccccc4)nn23)c1
-2%,16,COc1ccc2cc1Oc1ccc(cc1)C[C@H]1c3c(cc4c(c3Oc3cc5c(cc3OC)CCN(C)[C@@H]5C2)OCO4)CCN1C
-2%,-7,Cc1c(CN2CCN(CC(C)(C)C)C(CCO)C2)[nH]c2ccccc12 (centres undefined)
?,.,COCCCNC(=O)COC(=O)c1ccc(-c2nc3ccccc3s2)s1
?,.,CCN1CCN(c2ccc(S(=O)(=O)N3CCOCC3)cc2NC(=O)c2sccc2C)CC1
?,.,CCCN1CCN(C(=O)c2ccccc2-c2nc3ccccc3s2)CC1
12%,-3,C=CCNS(=O)(=O)c1ccc(N2C(=O)c3ccccc3C2=O)cc1
?,.,O=C(O)COCC(=O)Nc1ccc(-n2nc(C(F)(F)F)cc2-c2cccs2)cc1
3%,-13,COC(=O)CSC1=C(C#N)C(c2sccc2C)CC(=O)N1 (centres undefined)
29%,-3,O=C(OCC(=O)N1CCc2ccccc21)c1cccnc1
?,.,CC(=O)N1CCc2c(sc(NC(=O)Cc3ccccc3)c2C#N)C1
?,.,CN(C)c1ccc(CN(CC2CCCO2)C(=O)c2cccs2)cc1 (centres undefined)
i,-6,FC(F)(F)c1ccc(/C=N/n2c(C3CCCCC3)n[nH]c2=S)cc1

The list continues.
S3 lipid droplet,S3 lipid droplet cell count max,SMILES
?,.,Cc1occc(=O)c1OCc1ccc(F)cc1
14%,-22,O=C(Nc1cnc2ccccc2c1)C1COc2ccccc2O1 (centres undefined)
?,.,CN(CCOc1ccccc1)C(=O)c1ccc(OC2CCN(C(=O)C3CC3)CC2)cc1
?,.,CCn1c(SCC(=O)Nc2ccc3c(c2)OCCO3)nnc1-c1ccncc1
?,.,OC(c1cc(-c2ccc(Cl)cc2)nc2ccccc12)C1CCCCN1 (centres undefined)
4%,17,CSc1cccc(NC(=O)CN(c2cccc(C)c2)S(C)(=O)=O)c1
?,.,O=c1c(/C=N/Nc2ccccc2)c(Sc2nnnn2-c2ccccc2)nc2ccccn12
i,8,COc1ccc(S(=O)(=O)N2CCN(C)CC2c2ccccc2)cc1 (centres undefined)
i,.,O=C(NN1CCN(Cc2ccccc2)CC1)c1ccc(Cl)cc1
-2%,-9,COc1ccc(/C=N\NC(=O)c2ccc(Cn3cc(Br)c([N+](=O)[O-])n3)o2)c(OC)c1C

New compounds follow
S3 lipid droplet,S3 lipid droplet cell count max,SMILES
?,.,CCOC(=O)Cc1nnc(Nc2cccc(C)c2)c2ccccc12
?,.,O=C(Nc1ccc(OC(F)(F)F)cc1)Nc1cccc([N+](=O)[O-])c1
i[0.0737 µM],12,CN(CC(=O)Nc1ccc(N2CCOCC2)cc1)C(=O)CCCOc1ccc(Cl)cc1Cl
25%,9,Cc1ccc(S(=O)(=O)N2CCC(C(=O)NNC(=O)c3ccncc3)CC2)cc1
?,.,CCCn1c2ccccc2c2cnn(CC(=O)NCCCN3CCN(c4ccccc4)CC3)c(=O)c21
-3%,2,CCn1cc(CNC(=O)CSc2nc(-c3ccc(OC)c(OC)c3)cc(C(F)(F)F)n2)c(C)n1
?,.,C=CCn1c(SCC(=O)Nc2cc(C)ccc2OC)nnc1-c1ccco1
18%,-3,NS(=O)(=O)c1ccc(Sc2ccccn2)c([N+](=O)[O-])c1
-1%,21,O=C(Nc1cccc(Cl)c1)Nc1nnc(-c2ccccc2)o1
?,.,CCN(C(=O)Cc1c(C(=O)O)n(C)c2ccccc12)c1cc(OC)ccc1OC

Next entries:
S3 lipid droplet,S3 lipid droplet cell count max,SMILES
?,.,O=C(Nc1cccc(Cl)c1)c1cc(S(=O)(=O)N2CCOCC2)cs1
2%,18,O=c1cc(N2CCc3ccccc32)[nH]c(=O)n1-c1ccccc1Cl
-11%,6,COC(=O)NC1CSCC1OC(=O)CCN1C(=O)c2ccccc2C1=O (centres undefined)
i,3,CC(=O)Nc1c2c(nn1-c1cccc(C)c1)CSC2
-6%,15,CCOc1ccc(-n2ccnc2SCC(=O)NCc2ccc3c(c2)OCO3)cc1
0%,4,C=CCN(c1ccccc1C(=O)O)S(=O)(=O)c1ccc(C)cc1
?,.,Nc1nc2c(s1)CC(c1ccccc1)CC2 (centres undefined)
?,.,COc1cc(C(=O)NNC(=O)C2CCCC2)cc(OC)c1OC
?,.,CCOc1ccc(-c2[nH]ncc2Oc2ccccc2OC)c(O)c1
?,.,C/C(CC(=O)Nc1ccc2c(c1)OCCO2)=N\NC(=O)c1ccccc1Cl

(next part)
S3 lipid droplet,S3 lipid droplet cell count max,SMILES
8%,15,CCOC(=O)C1C(C)=C(Nc2ccc(OC)cc2)C(=O)N1c1ccc(OC)cc1 (centres undefined)
15%,.,O=C(O)CC(NNC(=O)c1ccccc1)C(=O)Nc1ccc([N+](=O)[O-])cc1 (centres undefined)
-1%,-13,COCCNC(=O)C1(C)C=CC2(CCCCC2)N1C(=O)c1ccccc1 (centres undefined)
?,.,Cc1cc(OCC(=O)C(C)(C)C)c2c(C)c(C)c(=O)oc2c1
?,.,COc1ccc([C@H]2CC(=O)C=C(c3cccc4c3sc3ccccc34)C2)cc1OC
10%,13,Cc1cccc(C2c3[nH]c4ccccc4c3CCN2C(=O)c2cc(CC(C)C)[nH]c(=O)n2)n1 (centres undefined)
i,13,CCN1CCCC1CNCc1ccccc1OCc1ccc(F)cc1 (centres undefined)
?,.,O=C(NNC(=O)c1ccc(F)cc1F)c1ccc(-n2cnnn2)cc1
?,.,Cc1occc1C(=O)N/N=C/C(Br)=C/c1ccccc1
?,.,Cc1ccc(NC(=O)COC(=O)C2CCN(c3ccc(C(F)(F)F)cn3)CC2)cc1

Next part
S3 lipid droplet,S3 lipid droplet cell count max,SMILES
-7%,-5,CN1N=C2c3ccccc3CCC2C1c1ccc(C(F)(F)F)cc1 (centres undefined)
?,.,COc1cc(C(=O)NC(=S)N(CCc2ccccc2)CCc2ccccc2)cc(OC)c1OC
?,.,Cc1cccc(Cn2c(SCC(=O)Nc3ccccc3)nc3c2c(=O)[nH]c(=O)n3C)c1
-1%,-11,Cc1cccnc1NC(=O)C1COc2ccccc2O1 (centres undefined)
?,.,Cc1ccccc1OCC(=O)OCC(=O)c1cc(C)n(C2CC2)c1C
-5%,-13,O=C(c1ccco1)N1CCN(c2nc3ccccc3c(=O)n2-c2ccccc2)CC1
?,.,O=C(c1ccc(CS(=O)c2ccccc2Cl)o1)N1CCOCC1 (centres undefined)
1%,.,COc1ccc2c(c1)c1ncn(CC3CCCO3)c(=O)c1n2C (centres undefined)
?,.,CSc1ccccc1C(=O)N1CCCCC1
?,.,N#Cc1cccc(C#N)c1Oc1ccc(N)cc1

Carrying on:
S3 lipid droplet,S3 lipid droplet cell count max,SMILES
?,.,Cc1nc2sccn2c1-c1nc(-c2cc3ccccc3o2)cs1
i,-21,COc1ccc(C(=O)C2CCCN(S(=O)(=O)c3cccc(C)c3)C2)c(C)c1 (centres undefined)
-17%,.,O=C(Nc1ccccc1F)C1(c2ccccc2)CC1(Cl)Cl (centres undefined)
-2%,-5,CCNc1ccc(C(=O)OCC(=O)NCc2ccc(C)cc2)cc1[N+](=O)[O-]
?,.,Nc1c(N(Cc2ccccc2)C(=O)COc2cccc(Cl)c2)c(=O)[nH]c(=O)n1Cc1ccccc1
?,.,Cn1c(SCC(=O)NC2CC2)nnc1C(F)(F)F
-1%,8,CN(C)S(=O)(=O)c1cccc(NC(=O)c2ccc(Sc3nncn3C)c([N+](=O)[O-])c2)c1

4 of the entries above in order of their number in S3 lipid droplet, falling.
S3 lipid droplet,S3 lipid droplet cell count max,SMILES
5%,18,COc1ccc(C2CC(=O)c3cnn(-c4nc(C)cc(C)n4)c3C2)cc1OC (centres undefined)
-1%,21,O=C(Nc1cccc(Cl)c1)Nc1nnc(-c2ccccc2)o1
-2%,16,COc1ccc2cc1Oc1ccc(cc1)C[C@H]1c3c(cc4c(c3Oc3cc5c(cc3OC)CCN(C)[C@@H]5C2)OCO4)CCN1C
-11%,6,COC(=O)NC1CSCC1OC(=O)CCN1C(=O)c2ccccc2C1=O (centres undefined)
